UTI89 phage lysis: protection from phage-mediated lysis, alamar blue read-out – E. coli UTI89, K1F phage, bacterial capsule biogenesis inhibitors (AID 488966). E. coli UTI89 K1F phage lysis, alamar blue, 2 h; higher % means a stronger effect. inhibition, % at 100 µM; hits with a dose series show IC50 in µM. 340,000 compounds, 0.02% hits;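 active = phage lysis inhibition, versus mean bacterial control, above a set limit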;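 note: capsule biogenesis inhibitors block K1F phage lysis so surviving cells raise fluorescence; higher fluorescence means more inhibition of phage lysis; actives were called in the ten point dose series up to 300 µM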
M17LAP inhibition: P. falciparum M17LAP inhibitors, primary screen, biochemical, fluorogenic H-Leu-NHMec substrate, 1536-well (AID 1619) | recombinant M17LAP, H-Leu-NHMec fluorogenic kinetic assay; higher % means a stronger effect | inhibition, % at 30 µM, or IC50 in µM where a hit was titrated | 220,000 compounds, 0.38% hits;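 active = compound inhibiting the enzyme by more than half at any dose during confirmatory dose-response retesting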;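 note: plate controls were full reaction with DMSO carrier for no effect and no enzyme background for full effect; strong numbers were not always called active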
Dynein cargo inh: dynein cargo transport inhibition | 3617.4 mouse cells, GR-EGFP nuclear translocation imaging; test concentration mostly 20 µM; stimulated with dexamethasone, 1 µM; hits give low values | z-score, hits read low | 220,000 compounds, 0.47% hits | AID 1381;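 active = plate z-score of nuclear minus cytoplasmic receptor signal below a set negative limit, without overly bright fluorescence or cell loss, cut at about -3.5 in these data, passing the limit was not always enough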;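 note: z-score of nuclear minus cytoplasmic ring GR-EGFP intensity difference per well; some compounds called inactive have numbers as strong as hits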
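Buffer or medium – tet-free medium with charcoal-stripped serum · Signal – automated 10x imaging of fixed Hoechst-stained cells · Also added – dexamethasone agonist, 1.0 µM final, for 30 min · Incubation – induction 48 h, compound 1 h, agonist 30 min · Read-out – GR-EGFP nuclear translocation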
MT stabilizer: stabilizes microtubules in HeLa cells | % tubulin-high responders, % at 10 µM | 200,000 compounds, 0.83% hits | HeLa tubulin immunostaining HCS, 24 h; share of cells brighter than vehicle mean+2SD;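 active = plate Z-score above 3 for both tubulin-high and condensed-nucleus cell shares, with cell loss under 80%, at 10 µM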;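 note: anti alpha tubulin signal scored within the nucleus-defined area of each cell; some results filed as inactive read as strong as hits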
Insulin prom up: MIN6 insulin promoter up-regulation | MIN6 insulin promoter-GFP reporter, high-content imaging; hits give high values | z-score at 5 µM | 190,000 compounds, 0.3% hits | AID 1625;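 active = z-score above 3 at 5 µM with at least 500 cells counted in the well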
M1AAP inhibition: P. falciparum M1AAP inhibitors, biochemical, fluorogenic H-Leu-NHMec substrate, 1536-well (AID 1445) | 220,000 compounds, 0.42% hits | inhibition, % at 30 µM; hits with a dose series show IC50 in µM | recombinant M1AAP, H-Leu-NHMec fluorogenic kinetic assay; higher % means a stronger effect;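 active = primary inhibition above the hit cutoff, then over 50% inhibition at one or more dose response concentrations, cut at about 23% in these data, passing the limit was not always enough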;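 note: plate controls were DMSO full reaction for no effect and no enzyme background for full effect; strong numbers were not always called active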
Autophagy HCS: modulators of autophagy; MEF GFP-LC3 puncta imaging; test concentration mostly 10 µM; calls only at 10 µM (by protocol); 190,000 compounds, 0.98% hits; AID 463193;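 active = percentage of spot-positive cells more than 3 SD above its plate mean, without a fluorescence outlier flag or 80% toxicity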;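 note: spot-positive cell cutoff set from DMSO-treated cells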
bCat nuc transl: beta-catenin nuclear translocation modulation; HeLa beta-catenin nuclear translocation, immunofluorescence imaging; nuclear translocation activity, % at 5 µM; 190,000 compounds, 0.3% hits;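 active = nuclear translocation activity above 50% at 5 µM, with a well cell count of 50 or more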;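 note: per-cell ratio of nuclear to cytoplasmic median beta-catenin stain intensity; plate controls were DMSO negative control for no effect and GSK-3 inhibitor IX positive control for full effect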
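Test system: human HeLa cell line; Doses: 5 µM primary, 0.02–20 µM confirmation; Incubation: 24 h compound exposure, 37°C; Detection: beta-catenin immunofluorescence imaging with DAPI; Read-out: beta-catenin nuclear/cytoplasmic ratio, % activation.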
ER stress rescue: rescue of cells from ER stress-induced death, primary screen, 384-well, CSM14.1, thapsigargin, ATP luminescence (AID 1222) | cellular ATP content (survival), % at 20 µM, or EC50 in µM where a hit was titrated | 190,000 tested, under 10 active | CSM14.1 thapsigargin-induced death rescue, ATP luminescence; higher % means a stronger effect;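 active = EC50 below 50 µM in the dose-response confirmation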;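 note: death triggered by thapsigargin at about 15 µM added after 2 h compound pretreatment; cell ATP read after overnight thapsigargin exposure of roughly 18 to 22 hours; normalized against plate controls of thapsigargin alone and 5% DMSO vehicle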
Dynein cargo inh cytoplasmic EGFP: further read-out of Dynein cargo inh, marked with its call; z-score; measured here: cytoplasmic GR-EGFP intensity; hits give high values
Dynein cargo inh nuclear GR-EGFP: further read-out of Dynein cargo inh, marked with its call; z-score; measured here: nuclear GR-EGFP intensity;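 lower value marks the stronger effect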
Dynein cargo inh cell count: also measured in Dynein cargo inh; calls as there; z-score; measured here: cell count per field
Insulin prom up cell count: also measured in Insulin prom up; calls as there; cell count; measured here: cytotoxicity, nuclei count;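 total cells summed across four imaged fields per well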
bCat nuc transl cell count 5 µM: also measured in bCat nuc transl; calls as there; cell count; measured here: cell count, cytotoxicity flag
MT stabilizer Hoechst-high %: further read-out of MT stabilizer, marked with its call; % Hoechst-high responders; measured here: nuclear condensation Hoechst responders;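 share of cells brighter than vehicle mean plus two SD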
MT stabilizer cytotoxicity %: also measured in MT stabilizer; calls as there; toxicity, %; measured here: cytotoxicity by cell density;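 0% = mean cell density of plate MIN control wells and 100% = no cells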
Autophagy HCS cell loss 18 h: second read-out of Autophagy HCS, no call of its own (marks repeat the call); toxicity, %; measured here: cell loss, nuclei count;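 cell loss after 18 h compound exposure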
Numbers without * were called inactive.

For COc1cccc(CC2(CO)CCCN(Cc3ccc(C)s3)C2)c1 (stereo unspecified) the results were UTI89 phage lysis 0.2%, M17LAP inhibition -3.1%, Dynein cargo inh -1.01, MT stabilizer 1.1, Insulin prom up -0.31, M1AAP inhibition 9.7%, Autophagy HCS inactive, bCat nuc transl 1.0, ER stress rescue -0.5%, Dynein cargo inh cytoplasmic EGFP -0.248, Dynein cargo inh nuclear GR-EGFP -0.496, Dynein cargo inh cell count 0.886, Insulin prom up cell count 1357, bCat nuc transl cell count 5 µM 1106, MT stabilizer Hoechst-high % 1.3, MT stabilizer cytotoxicity % 2.0 and Autophagy HCS cell loss 18 h -14.6.
Cc1ccc(CNc2ccc3c(c2)ncn3C)cc1 was read as UTI89 phage lysis 6.8%, M17LAP inhibition 5.4%, Dynein cargo inh -0.474, MT stabilizer 3.6, M1AAP inhibition 11.9%, Autophagy HCS inactive, ER stress rescue -1.7%, Dynein cargo inh cytoplasmic EGFP -0.327, Dynein cargo inh nuclear GR-EGFP -0.305, Dynein cargo inh cell count 0.78, MT stabilizer Hoechst-high % 3.0, MT stabilizer cytotoxicity % 5.5 and Autophagy HCS cell loss 18 h -3.5.
For CCc1nc2ccccc2nc1N1CCN(S(=O)(=O)c2ccccc2)CC1 the results were M17LAP inhibition -4.1%, Dynein cargo inh -0.315, Insulin prom up 0.23, M1AAP inhibition -0.1%, bCat nuc transl 0.7, Dynein cargo inh cytoplasmic EGFP 0.421, Dynein cargo inh nuclear GR-EGFP -0.129, Dynein cargo inh cell count -0.113, Insulin prom up cell count 1336 and bCat nuc transl cell count 5 µM 1294.
For Nc1nnc(-c2ccccc2)s1 the results were UTI89 phage lysis 2.3%, M17LAP inhibition 10.4%, Dynein cargo inh -0.299, MT stabilizer 2.3, Insulin prom up -0.73, M1AAP inhibition 0.5%, Autophagy HCS inactive, bCat nuc transl 6.0, ER stress rescue -2.8%, Dynein cargo inh cytoplasmic EGFP -0.121, Dynein cargo inh nuclear GR-EGFP -0.22, Dynein cargo inh cell count 0.715, Insulin prom up cell count 949, bCat nuc transl cell count 5 µM 1162, MT stabilizer Hoechst-high % 0.7, MT stabilizer cytotoxicity % 5.3 and Autophagy HCS cell loss 18 h 1.2.
C=CCN1CCN(C(c2cccc(OC)c2OC)c2nnnn2CCC(C)C)CC1 (stereo unspecified) was read as UTI89 phage lysis -0.3%, M17LAP inhibition -4.1%, Dynein cargo inh -0.222, MT stabilizer 1.8, Insulin prom up 1.38, M1AAP inhibition -2.9%, Autophagy HCS inactive, bCat nuc transl -1.4, ER stress rescue 0.4%, Dynein cargo inh cytoplasmic EGFP -0.22, Dynein cargo inh nuclear GR-EGFP -0.259, Dynein cargo inh cell count 0.482, Insulin prom up cell count 1140, bCat nuc transl cell count 5 µM 1073, MT stabilizer Hoechst-high % 2.2, MT stabilizer cytotoxicity % 6.6 and Autophagy HCS cell loss 18 h 9.1.
`Cc1ccn2cc(C(=O)NCc3ccco3)nc2c1` gave UTI89 phage lysis 0.7%, M17LAP inhibition -1.0%, Dynein cargo inh -1.2, MT stabilizer 2.4, Insulin prom up 0.41, M1AAP inhibition -2.9%, Autophagy HCS inactive, bCat nuc transl -1.7, ER stress rescue -2.1%, Dynein cargo inh cytoplasmic EGFP -0.237, Dynein cargo inh nuclear GR-EGFP -0.739, Dynein cargo inh cell count 0.894, Insulin prom up cell count 1169, bCat nuc transl cell count 5 µM 1109, MT stabilizer Hoechst-high % 1.8, MT stabilizer cytotoxicity % 5.4 and Autophagy HCS cell loss 18 h -8.7.
Screening COc1ccc(-n2c(SCC(N)=O)nnc2-c2ccc(NS(=O)(=O)c3ccc(C)cc3)cc2)cc1 returned UTI89 phage lysis -0.4%, M17LAP inhibition -6.0%, Dynein cargo inh -1.05, MT stabilizer 1.8, Insulin prom up 0.63, M1AAP inhibition 2.7%, Autophagy HCS inactive, ER stress rescue -1.0%, Dynein cargo inh cytoplasmic EGFP -0.268, Dynein cargo inh nuclear GR-EGFP -0.157, Dynein cargo inh cell count 0.474, Insulin prom up cell count 944, MT stabilizer Hoechst-high % 1.5, MT stabilizer cytotoxicity % 8.0 and Autophagy HCS cell loss 18 h -3.9.
Cc1ccc(N=Nc2c(C)[nH]n(C(N)=S)c2=O)cc1C was read as UTI89 phage lysis 4.8%, M17LAP inhibition 6.9%, Dynein cargo inh 1.19, MT stabilizer 4.5, Insulin prom up -0.73, M1AAP inhibition 1.4%, Autophagy HCS inactive, bCat nuc transl -3.6, ER stress rescue -3.0%, Dynein cargo inh cytoplasmic EGFP -0.265, Dynein cargo inh nuclear GR-EGFP 1.17, Dynein cargo inh cell count -0.0461, Insulin prom up cell count 723, bCat nuc transl cell count 5 µM 400, MT stabilizer Hoechst-high % 3.3, MT stabilizer cytotoxicity % 7.8 and Autophagy HCS cell loss 18 h 0.4.
COCCCNC(=O)c1cc(Sc2nnc(C)s2)nc2ccccc12 was read as UTI89 phage lysis 0.0%, M17LAP inhibition 5.3%, Dynein cargo inh -0.815, Insulin prom up -0.31, M1AAP inhibition 4.9%, bCat nuc transl 0.4, Dynein cargo inh cytoplasmic EGFP -0.109, Dynein cargo inh nuclear GR-EGFP -0.302, Dynein cargo inh cell count 1.21, Insulin prom up cell count 1001 and bCat nuc transl cell count 5 µM 1321.
Screening O=[N+]([O-])c1cn(-c2nc(-c3ccco3)cc(C(F)(F)F)n2)cn1 returned UTI89 phage lysis 0.8%, M17LAP inhibition 5.1%, Dynein cargo inh 0.0814, MT stabilizer 1.7, M1AAP inhibition 10.2%, Autophagy HCS inactive, bCat nuc transl 4.1, ER stress rescue -0.5%, Dynein cargo inh cytoplasmic EGFP -0.29, Dynein cargo inh nuclear GR-EGFP 0.168, Dynein cargo inh cell count 0.142, bCat nuc transl cell count 5 µM 1001, MT stabilizer Hoechst-high % 2.5, MT stabilizer cytotoxicity % 7.5 and Autophagy HCS cell loss 18 h -4.0.
For Cc1cc(N2CCN(c3ccccc3)CC2)nc(-c2ccccc2)n1 the results were UTI89 phage lysis 3.6%, M17LAP inhibition 15.3%, Dynein cargo inh -0.194, MT stabilizer 1.7, Insulin prom up -1.39, M1AAP inhibition 7.0%, Autophagy HCS inactive, bCat nuc transl -1.7, ER stress rescue -5.0%, Dynein cargo inh cytoplasmic EGFP -0.241, Dynein cargo inh nuclear GR-EGFP 0.0691, Dynein cargo inh cell count 1.52, Insulin prom up cell count 1115, bCat nuc transl cell count 5 µM 1168, MT stabilizer Hoechst-high % 2.2, MT stabilizer cytotoxicity % 11.1 and Autophagy HCS cell loss 18 h 14.9.
For CC(=O)c1cccc(NC(=O)C2CCCN(S(=O)(=O)c3cccc4cccnc34)C2)c1 (stereo unspecified) the results were UTI89 phage lysis 9.8%, M17LAP inhibition 3.1%, Dynein cargo inh -1.11, MT stabilizer 8.4, Insulin prom up 0.21, M1AAP inhibition 1.7%, Autophagy HCS inactive, bCat nuc transl -6.5, ER stress rescue -1.3%, Dynein cargo inh cytoplasmic EGFP 0.0236, Dynein cargo inh nuclear GR-EGFP -0.413, Dynein cargo inh cell count 0.795, Insulin prom up cell count 1032, bCat nuc transl cell count 5 µM 1153, MT stabilizer Hoechst-high % 2.0, MT stabilizer cytotoxicity % 1.5 and Autophagy HCS cell loss 18 h -3.1.
COC(=O)C1C2C=CC(C3CC23)C1C(=O)OCC(=O)c1ccccc1 (stereo unspecified) was read as UTI89 phage lysis 0.2%, M17LAP inhibition -1.7%, Dynein cargo inh -0.0162, MT stabilizer 1.8, M1AAP inhibition 13.8%, Autophagy HCS inactive, bCat nuc transl 0.7, ER stress rescue -0.9%, Dynein cargo inh cytoplasmic EGFP -0.384, Dynein cargo inh nuclear GR-EGFP 0.2, Dynein cargo inh cell count 0.641, bCat nuc transl cell count 5 µM 1005, MT stabilizer Hoechst-high % 1.8, MT stabilizer cytotoxicity % 7.0 and Autophagy HCS cell loss 18 h 6.3.
CCOC(=O)c1ccc(CN(Cc2ccc(C)cc2)S(=O)(=O)c2cccc([N+](=O)[O-])c2)cc1 was read as UTI89 phage lysis -3.1%, M17LAP inhibition 9.9%, Dynein cargo inh -0.455, MT stabilizer 3.5, Insulin prom up -0.45, M1AAP inhibition 6.3%, Autophagy HCS inactive, bCat nuc transl -3.0, ER stress rescue 29.3%, Dynein cargo inh cytoplasmic EGFP -0.279, Dynein cargo inh nuclear GR-EGFP 0.347, Dynein cargo inh cell count 0.834, Insulin prom up cell count 1270, bCat nuc transl cell count 5 µM 543, MT stabilizer Hoechst-high % 2.1, MT stabilizer cytotoxicity % 7.1 and Autophagy HCS cell loss 18 h -17.9.
Screening Cc1c(NC(=O)c2ccc3c(c2)OCO3)c(=O)n(-c2ccccc2)n1C returned UTI89 phage lysis 2.5%, M17LAP inhibition -8.1%, Dynein cargo inh -1.04, MT stabilizer 0.6, Insulin prom up 0.36, M1AAP inhibition 1.8%, Autophagy HCS inactive, bCat nuc transl 0.0, ER stress rescue -2.7%, Dynein cargo inh cytoplasmic EGFP -0.212, Dynein cargo inh nuclear GR-EGFP -0.305, Dynein cargo inh cell count 0.192, Insulin prom up cell count 1333, bCat nuc transl cell count 5 µM 945, MT stabilizer Hoechst-high % 1.1, MT stabilizer cytotoxicity % 7.5 and Autophagy HCS cell loss 18 h -2.9.

Compound activity: PubChem BioAssay, several laboratories
